Assay outcomes: PubChem BioAssay, National Center for Advancing Translational Sciences (NCATS)
Pf growth 48h – Primary qHTS for delayed death inhibitors of the malarial parasite plastid, 48 hour incubation; P. falciparum luciferase growth in erythrocytes, 48 h; Potency, µM (doses to about 28.7 µM), without a hit: top-dose activity change, negative = inhibition, actives largely listed as inhibitors; 5.9% of 310,000 active; also: potency is read from the fitted curve at half-maximal effect; % is scaled to controls: 0 for no effect and ±100 for the full control effect
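Firefly luciferase activity from engineered P. falciparum reports growth; inhibitors lower the luminescent signal. Cultures contained 2% hematocrit erythrocytes at 0.1% final parasitemia.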
Pf growth 96h – Primary qHTS for delayed death inhibitors of the malarial parasite plastid, 96 hour incubation; P. falciparum luciferase reporter growth, 96 h; Potency, µM (series often up to 28.7 µM), for inactives: top-dose activity change, negative = inhibition, usual class: inhibitors; 6.9% of 320,000 active; AID 504834, 2011; also: potency is read from the fitted curve at half-maximal effect; % is scaled to controls: 0 for no effect and ±100 for the full control effect
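96 h incubation, 37 C, 5% CO2, of luciferase-reporter P. falciparum-infected RBCs (2% hematocrit, 0.05% parasitemia final) with test compounds; endpoint luminescence.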
HCV inhibitor – qHTS Assay for Inhibitors of Hepatitis C Virus (HCV); 3.4% of 340,000 active; AID 651820, 2012; Potency, µM (doses to about 41.8 µM), inactives show at the highest dose activity change, negative = inhibition, hits mostly inhibitors; Huh7.5.1 HCVcc-Cre infection, luciferase reporter, 44 h; also: potency is read from the fitted curve at half-maximal effect; % is scaled to controls: 0 for no effect and ±100 for the full control effect
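Cells seeded at 1,000/well and cultured 4 h, then compounds added followed by HCVcc-Cre virus (~0.5 moi). After 44 h further culture, luciferase substrate was added, plates held 15 min at room temperature, and luminescence read for 15 sec.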
CHX counter – Cycloheximide Counterscreen for Small Molecule Inhibitors of Shiga Toxin | 12% of 300,000 active | max response, % | AID 2314, 2010 | cell reporter, cycloheximide protein synthesis inhibition counterscreen; in the data active = max response mostly above about 13%, no sharp cut-off; inactive = mostly below about 14%; also: read at 38.3 µM for the half of the compounds with a filed dose; 0% is about no effect
Shiga toxin inh – A qHTS for Small Molecule Inhibitors of Shiga Toxin; Vero cells, Shiga toxin protein synthesis inhibition reporter; 9.2% of 290,000 active; inhibition, % at 38.7 µM; AID 2315, 2010; in the data active = inhibition mostly above about 28%, no sharp cut-off; inactive = mostly below about 43%; also: 0% is about no effect
FBPA Giardia inh – qHTS Assay for Inhibitors of Fructose-1,6-bisphosphate Aldolase from Giardia Lamblia; purified Giardia FBPA; Potency, µM (doses to about 59.6 µM), for inactives: top-dose activity, negative = inhibition, usual class: inhibitors; 0.71% of 290,000 active; also: potency is read from the fitted curve at half-maximal effect; % is scaled to controls: 0 for no effect and ±100 for the full control effect; nearly all actives have a fitted effect of over 55% in size
Target sequence (A8B2U2 whole entry, looked up): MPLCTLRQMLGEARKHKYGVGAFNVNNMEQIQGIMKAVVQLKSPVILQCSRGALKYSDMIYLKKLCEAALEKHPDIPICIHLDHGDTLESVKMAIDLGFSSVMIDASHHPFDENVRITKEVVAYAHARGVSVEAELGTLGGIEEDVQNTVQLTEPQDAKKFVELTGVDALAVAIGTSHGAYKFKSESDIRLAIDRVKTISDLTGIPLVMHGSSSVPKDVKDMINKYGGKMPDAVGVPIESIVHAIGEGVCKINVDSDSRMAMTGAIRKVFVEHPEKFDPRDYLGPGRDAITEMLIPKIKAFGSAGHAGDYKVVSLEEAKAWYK
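40 nM FBPA preincubated 10 min at RT with compound (up to 57.5 uM final), then substrate plus GAPDH/TPI/NAD/arsenate coupling and diaphorase/resazurin added. Fluorescence read after 20 min at RT, 525/598 nm.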
* marks the source's active call; other numbers are inactive results; ? = inconclusive; nt = not tested or not shown; [ ] = remark or other dose. Unless noted, calls follow the shape of the dose curve; as a rule, active = well fitted curve in the direction sought with a large enough effect; inconclusive = small, poorly fitted or top-dose-only effect, or another doubt; inactive = no such curve, though single readings can be large; an effect the other way counts as inactive or inconclusive. An unsorted share of the library; 24% or so of the library scored in one or more.

Below each compound: Pf growth 48h | Pf growth 96h | HCV inhibitor | CHX counter | Shiga toxin inh | FBPA Giardia inh
> CCCOc1ccc(S(=O)(=O)NCCN2CCOCC2)c2ccccc12
 : -2% | ? | -29% | -1 | 1 | -4%
> O=C(NNS(=O)(=O)c1ccc(Br)cc1)c1ccccc1-n1cccc1
 : 85%[activator] | 4% | 4% | -1 | 7 | nt
> COc1cccc(CNS(=O)(=O)c2ccc3c(c2)oc(=O)n3C)c1
 : 5% | -11% | nt | 8 | -16 | nt
> COc1cccc(CN2CC(C(=O)NCCc3ccc(C)s3)CCC2=O)c1 (stereo unspecified)
 : 6% | -17% | 0% | -2 | -27 | nt
> COc1cc(O)ccc1C(=O)CCc1ccc(O)cc1
 : ? | ? | -16% | 12* | 16 | 18%
> COc1ccccc1Nc1nc(=O)[nH]nc1C
 : nt | 54%[activator] | 9% | -2 | -21 | 1%
> Cn1ncc2c(Nc3ccc(Br)cc3)nc(Nc3ccc(Br)cc3)nc21
 : 2.1µM* | 9.3µM* | ? | -4 | 1 | 1%
> COC(=O)C1=C(C)NC(C)=C(C(=O)OC)C1c1cn(-c2ccccc2)nc1-c1ccco1
 : ? | -7% | -22% | -2 | -5 | -1%
> CCN(CC)c1cc(-c2ccccc2)ncn1
 : 4% | 0% | -1% | 9 | -1 | -21%
> CC(=O)c1ccc(NC(=O)C(C)n2c3ccccc3c3nc(=O)cc(C)n32)cc1 (stereo unspecified)
 : ? | ? | -8% | -1 | -8 | 9%

Single records (already shown). Order of values: Pf growth 48h | Pf growth 96h | HCV inhibitor | CHX counter | Shiga toxin inh | FBPA Giardia inh
`CCCOc1ccc(S(=O)(=O)NCCN2CCOCC2)c2ccccc12` in the list: -2% | ? | -29% | -1 | 1 | -4%
`COc1cccc(CN2CC(C(=O)NCCc3ccc(C)s3)CCC2=O)c1` (stereo unspecified) in the list: 6% | -17% | 0% | -2 | -27 | nt
`CCN(CC)c1cc(-c2ccccc2)ncn1` in the list: 4% | 0% | -1% | 9 | -1 | -21%
`CC(=O)c1ccc(NC(=O)C(C)n2c3ccccc3c3nc(=O)cc(C)n32)cc1` (stereo unspecified) in the list: ? | ? | -8% | -1 | -8 | 9%
`O=C(NNS(=O)(=O)c1ccc(Br)cc1)c1ccccc1-n1cccc1` in the list: 85%[activator] | 4% | 4% | -1 | 7 | nt

Going on with the list:
Below each compound: Pf growth 48h | Pf growth 96h | HCV inhibitor | CHX counter | Shiga toxin inh | FBPA Giardia inh
> CNC(=O)[C@]1(C(F)(F)F)C[C@H](CCc2ccccc2)CCCO1
 : nt | nt | nt | 3 | 32 | ?
> N=C1S/C(=C\c2ccc(O)cc2)C(=O)N1c1ccc(F)cc1
 : 1% | 81%[activator] | -11% | 6 | 29 | 1%
> Cn1c(SCC(=O)N/N=C/c2cc([N+](=O)[O-])ccc2O)nnc1-c1ccccc1
 : ? | ? | 16% | -1 | 7 | 21%
> O=C(C1CCCO1)N1CCN(c2ccc(F)cc2)CC1 (stereo unspecified)
 : 16% | 8% | 23% | -1 | 11 | -1%
> COc1ccc(C(=O)CC(c2ccccc2)S(=O)(=O)c2ccc(C)cc2)cc1 (stereo unspecified)
 : -5% | ? | 10% | -3 | -12 | 4%
> Cc1cc(N)n2nc(C)c(-c3ccccc3)c2n1
 : ? | 82%[activator] | ? | 13* | 21 | -4%
> Cc1ccc(S(=O)(=O)N2CCOCC2)cc1NC(=O)CNc1ccccc1N1CCCC1=O
 : 9.3µM* | ? | 12% | nt | nt | nt
> Cc1nc2ncnn2c(C)c1CCC(=O)NC(C)CCc1ccco1 (stereo unspecified)
 : 10% | 12µM* | 14% | -3 | -24 | -1%
> CC1=C(C(=O)OCC2CCCO2)C(c2ccncc2)C2=C(CC(C)(C)CC2=O)N1 (stereo unspecified)
 : -12% | 0% | 7% | -2 | -10 | 3%
> CC(=O)Nc1ccc2c(c1)OCCOCCOc1cc(NC(C)=O)ccc1OCCOCCOCCO2
 : ? | 41%[activator] | nt | -2 | -13 | 1%

An excerpt from above, showing only Shiga toxin inh, Pf growth 48h and Pf growth 96h.
| mol | Shiga toxin inh | Pf growth 48h | Pf growth 96h |
| --- | --- | --- | --- |
| COc1ccccc1Nc1nc(=O)[nH]nc1C | -21 | nt | 54%[activator] |
| Cn1ncc2c(Nc3ccc(Br)cc3)nc(Nc3ccc(Br)cc3)nc21 | 1 | 2.1µM* | 9.3µM* |
| COC(=O)C1=C(C)NC(C)=C(C(=O)OC)C1c1cn(-c2ccccc2)nc1-c1ccco1 | -5 | ? | -7% |

Going on with the list.
Below each compound: Pf growth 48h | Pf growth 96h | HCV inhibitor | CHX counter | Shiga toxin inh | FBPA Giardia inh
> COC(=O)Cn1c2ccccc2c2nc(C)sc21
 : -2% | 16% | -12% | -3 | -3 | -10%
> Cc1cccc(C(=O)NCc2ccco2)c1
 : 12% | -33% | 25% | 10 | nt | 9%
> CCCCn1c(N)c(N(CCOC)C(=O)c2ccc(-c3ccc(C(C)=O)cc3)o2)c(=O)[nH]c1=O
 : ? | ? | 13% | nt | nt | nt
> Cc1ccc(C(=O)NCc2cccnc2)cc1S(=O)(=O)N1CCCCCC1
 : ? | ? | ? | -1 | -5 | nt
> Cc1sc2c(c1C)CN(CCN1CCOCC1)CN2C(=O)c1ccccc1
 : 37%[activator] | 14% | -1% | 20* | 55 | 1%
> C/C(Cl)=C/Cn1c(NCCN(C)C)nc2c1c(=O)n(C)c(=O)n2C
 : 8% | 88%[activator] | 1% | -1 | -12 | 3%
> Cc1ccc(-c2csc3ncnc(NCCN4CCOCC4)c23)cc1
 : 13µM* | 10µM* | ? | -3 | -12 | 0%
> CCC(=O)N1CCc2cc(S(=O)(=O)NCCC(=O)N3CCc4ccccc4C3)ccc21
 : ? | 21% | ? | 7 | -6 | 8%
> CN1CCN(CC(=O)Nc2c(C(=O)C3CC3)oc3ccccc23)CC1
 : -6% | 30% | ? | -2 | -2 | 6%
> COc1ccccc1-n1cc(-c2ccc([N+](=O)[O-])cc2)[nH]c1=S
 : 22% | -23% | -30% | -1 | 20 | 2%
> O=C(O)c1cc(N/N=C/c2ccc(-c3ccc(F)cc3)o2)ccc1Cl
 : 41%[activator] | 20% | 2% | 46* | 152* | -4%
> COc1cccc(/C=N/NC(=O)CCc2c(C)n[nH]c2C)c1
 : 3% | nt | ? | -4 | -25 | 0%
> COC(=O)CCCC1=CC2=CC(=O)C(C)(OC(=O)c3cccs3)C(=O)C2=CN1CCc1ccccn1 (stereo unspecified)
 : ? | ? | -30%[8.37 µM] | -2 | 29 | ?
> CC(=O)N1CCN(C(=O)c2cccc(S(=O)(=O)Nc3ccc(C)cc3)c2)CC1
 : -6% | nt | 11% | -2 | -13 | 5%
> CC(C)c1cc(-c2cc(C(=O)NCc3ccccc3)on2)nc(NC2CCCC2)n1
 : ? | -15% | ? | -5 | 2 | -2%
> O=C(O)C1CCN(S(=O)(=O)c2cccnc2)CC1
 : 21% | 50%[activator] | -1% | 3 | 13 | 3%
> CCc1ccccc1NC(=O)CN(C)S(=O)(=O)c1ccc2c(c1)c(=O)n(C)c(=O)n2C
 : nt | ? | ? | -6 | -19 | 0%
> Oc1c(Br)cccc1/C=N/c1ncn[nH]1
 : 1% | ? | 13% | -5 | -13 | -15%
> COC(CNC(=O)C1CCCN1C(=O)OCc1ccccc1)OC (stereo unspecified)
 : 6% | 26% | 7% | 7 | -3 | 2%
> Cc1noc(C)c1CSc1nnc(C)c(=O)[nH]1
 : -16% | 13% | 23% | -3 | 2 | -7%

Part of the list above in order of molecular weight, high to low.
Below each compound: Pf growth 48h | Pf growth 96h | HCV inhibitor | CHX counter | Shiga toxin inh | FBPA Giardia inh
> CC(=O)N1CCN(C(=O)c2cccc(S(=O)(=O)Nc3ccc(C)cc3)c2)CC1
 : -6% | nt | 11% | -2 | -13 | 5%
> Oc1c(Br)cccc1/C=N/c1ncn[nH]1
 : 1% | ? | 13% | -5 | -13 | -15%
> Cc1noc(C)c1CSc1nnc(C)c(=O)[nH]1
 : -16% | 13% | 23% | -3 | 2 | -7%

The results go on:
Below each compound: Pf growth 48h | Pf growth 96h | HCV inhibitor | CHX counter | Shiga toxin inh | FBPA Giardia inh
> COc1cc(C(=O)Nc2nc3ccccc3[nH]2)cc(OC)c1OC
 : ? | 9.3µM* | -25% | 10 | 19 | -6%
> C=CCC(O)(CC=C)CNC(=O)C1CCC(=O)N(CCCc2ccccc2)C1 (stereo unspecified)
 : 15% | 4% | 8% | -4 | 1 | -4%
> O=C(C1CCN(S(=O)(=O)c2cccc3nonc23)CC1)N1CCCCC1
 : 42%[activator] | 2% | 6% | -4 | 15 | -4%
> O=C(CSc1nnc(NC(=O)c2ccco2)s1)Nc1ccccc1
 : 56%[activator] | 0% | 9% | 18 | 46 | 21%
> Cc1cc(C)n(C(=O)CNC(=O)COc2ccccc2)n1
 : 13% | -19% | -1% | 1 | 12 | 3%
> COc1ccc(NS(=O)(=O)c2ccc3c(c2)CCC(=O)N3)cc1O
 : 24% | 50%[activator] | -10% | nt | nt | nt
> CC1CCCC(NC(=O)C2CCCN2S(=O)(=O)c2cccc3nsnc23)C1C (stereo unspecified)
 : nt | 5% | ? | -5 | -20 | 0%
> O=C(Cn1nc(C(=O)O)c2ccccc2c1=O)NC12CC3CC(CC(C3)C1)C2
 : 16% | 20% | 5% | -2 | -4 | -9%
> O=C1NC(=O)/C(=C\c2ccccc2OCc2ccc([N+](=O)[O-])cc2)N1
 : 29% | 12µM* | ? | -5 | -12 | -3%
> Cc1cc(-n2nnc3ccccc32)nc2ccccc12
 : 69%[activator] | nt | ? | 15* | 11 | 0%
> CCn1cc(C(=O)O)c(=O)c2cc(F)c(N3CCN(C(=S)NC(=O)c4ccc(F)c(F)c4)CC3)cc21
 : 6.6µM* | 1% | 14% | 8 | -10 | 8%
> COc1ccc(NC(=O)COc2ccc(C)cc2)c([N+](=O)[O-])c1
 : 454%[activator] | -3% | -6% | 44* | 86* | 3%
> Cc1ccccc1NC(=O)c1c(C)[nH]c(=S)c(C#N)c1-c1ccco1
 : -16% | 0% | 19% | -3 | -14 | 12%
> CCCCC/C=C/C1=CC(=O)C[C@H](c2ccc(Cl)cc2)C1
 : ? | -9% | -5% | nt | nt | nt
> Cc1cc(C)n2ncnc2n1
 : nt | 23% | ? | -3 | 5 | 3%
> Cc1ccc(NC(=O)N2CCCC(c3ccccc3)C2)cc1 (stereo unspecified)
 : 17% | 4% | -8% | 22* | 26 | -8%
> Cc1cc(OCC(=O)NCc2ccccn2)c2c(C)c(C)c(=O)oc2c1
 : ? | ? | ? | 1 | -5 | nt
> O=[N+]([O-])c1cc(S(=O)(=O)NCCc2ccccn2)ccc1Cl
 : ? | -27% | ? | nt | nt | nt
> CCCn1nnnc1NCc1ccccc1F
 : ? | ? | -13% | -2 | -3 | -1%
> S=C(NCc1ccccc1)N1CCN(C2CCCCC2)CC1
 : 103%[activator] | -4% | -11% | -2 | 1 | 2%
> Cc1nc(NC(=O)CSc2cc(C)c3ccccc3n2)c(Cl)cc1Cl
 : -11% | 14% | -12% | -1 | 6 | -7%
> O=C(COC(=O)c1ccco1)Nc1ccccc1[N+](=O)[O-]
 : 0% | 15% | 17% | 11 | -2 | 4%
> COc1ccc(-n2c(=O)c3ccccc3n(CC(=O)c3ccccc3)c2=O)cc1OC
 : -19% | -21% | 8% | 6 | -4 | -2%
> O=C(O)COc1ccccc1/C=C1\C(=O)Nc2ccc(Br)cc21
 : nt | -24% | 24% | -4 | 15 | 10%
